# 12-LOX inh: ALOX12 (human) lipoxygenase inhibition; purified 12hLO, xylenol orange hydroperoxide absorbance; hit rate 1.1% among 580,000; P18054; AID 1671190; Potency, µM (highest dose often 108 µM), without a hit: at the highest dose activity change, negative = inhibition, actives largely listed as inhibitors; active = well fitted inhibition curve with a large enough effect; inconclusive = small, poorly fitted or top-dose-only effect, or another doubt; inactive = no such curve, though single readings can be large or run the other way
# Target sequence (P18054 whole entry, looked up): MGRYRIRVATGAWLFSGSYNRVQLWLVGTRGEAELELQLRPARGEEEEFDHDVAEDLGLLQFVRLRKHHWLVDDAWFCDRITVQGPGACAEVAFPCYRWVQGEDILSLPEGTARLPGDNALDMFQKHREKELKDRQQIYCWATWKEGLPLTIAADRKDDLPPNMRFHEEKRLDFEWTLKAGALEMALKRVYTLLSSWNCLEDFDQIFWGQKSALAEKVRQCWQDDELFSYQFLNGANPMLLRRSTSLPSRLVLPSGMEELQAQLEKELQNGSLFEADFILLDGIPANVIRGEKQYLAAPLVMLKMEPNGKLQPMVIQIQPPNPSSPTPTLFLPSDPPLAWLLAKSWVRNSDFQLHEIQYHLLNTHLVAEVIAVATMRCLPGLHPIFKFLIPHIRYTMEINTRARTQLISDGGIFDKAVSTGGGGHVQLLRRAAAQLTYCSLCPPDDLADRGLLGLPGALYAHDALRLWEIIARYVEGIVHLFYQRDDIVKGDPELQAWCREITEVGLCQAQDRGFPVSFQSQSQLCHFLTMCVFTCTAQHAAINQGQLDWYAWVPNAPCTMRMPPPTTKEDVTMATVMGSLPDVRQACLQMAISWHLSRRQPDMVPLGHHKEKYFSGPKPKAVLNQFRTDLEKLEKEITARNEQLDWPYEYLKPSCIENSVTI
#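 Hydroperoxide product was detected by ferrous iron/xylenol orange as the 573 to 405 nm absorbance ratio. Arachidonic acid at 40 uM (final) was turned over for 30 min at room temperature by 150 nM human 12hLO, pH 7.0 Hepes buffer, after 15 min compound preincubation.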
# Numbers without * were called inactive; ? = inconclusive; [ ] = dose if it differs, or a comment. % is scaled to controls: 0 for no effect and ±100 for the full control effect; potency is read from the fitted curve at half-maximal effect. Some of the compounds tested (hit frequency here may not be typical).
# Start of the data: the first four compounds as a preview:
canonical_smiles	12-LOX inh
COc1ccc(O[C@H]2COCCN(Cc3cccc(OC)c3)C2)cc1	41%[activator][176 µM]
CCCN1CCC2(CCN(C(=O)c3ccccc3)CC2)Oc2ccccc21	?
CC(C)CN[C@H]1CO[C@H]2[C@@H]1OC[C@@H]2Nc1nccc(-c2cccs2)n1	22%[176 µM]
CC(NC(=O)c1cccs1)C(=O)NCc1ccccn1 (stereo not drawn)	26%

# The whole of this part, from the start:
canonical_smiles	12-LOX inh
COc1ccc(O[C@H]2COCCN(Cc3cccc(OC)c3)C2)cc1	41%[activator][176 µM]
CCCN1CCC2(CCN(C(=O)c3ccccc3)CC2)Oc2ccccc21	?
CC(C)CN[C@H]1CO[C@H]2[C@@H]1OC[C@@H]2Nc1nccc(-c2cccs2)n1	22%[176 µM]
CC(NC(=O)c1cccs1)C(=O)NCc1ccccn1 (stereo not drawn)	26%
Nc1nccnc1C(=O)NCc1ccnc(OCc2ccccc2)c1	33%[activator]
N#Cc1ccccc1NC(=O)CCN(Cc1ccco1)C1CC1	?
COc1cccc(C(=O)Oc2ccc(C)c(C)c2)c1	2%
COC(=O)c1c(C)[nH]c(-c2ccccc2OC)c1C1C(=O)Nc2c(Cl)cccc21 (stereo not drawn)	?
COc1cccc(C(=O)N2CCC(C(NC(=O)c3cccs3)C(=O)NCC(C)C)CC2)c1 (stereo not drawn)	?
CCCNC(=O)NC[C@@H]1C=C(C)[C@H](Cc2nc3ccc(C(=O)OC)cc3[nH]2)C[C@H]1C(C)C	-13%
CC(C)CC(=O)Nc1ccc(C(=O)Nc2ccc(CCC(=O)O)cc2)cc1	?
O=C(CCn1ccn2nc3c(c2c1=O)CCCC3)N1CCN(c2ccc(F)cc2)CC1	28%
COc1ccccc1CN1CCC2(CC1)OC(=O)N(Cc1csc(C)n1)C2(C)c1ccccc1 (stereo not drawn)	49%[activator]
COc1ccc2c(C)c(CC(=O)NCc3ccc(F)cc3)c(=O)oc2c1	-23%
Cc1cc(OCC(=O)NCCCO)c2c(C)c(C)c(=O)oc2c1	-1%
CCCC(=O)N1CCCN(C(C)C(=O)Nc2cccc(F)c2)CC1 (stereo not drawn)	-26%
COc1ccc(Cl)cc1-c1ccc2c(c1)C(=O)N1CCN(C(=O)C3CCCCC3)C[C@@H]1C(=O)N2	8%
CCCCNC(=O)N[C@H](Cc1ccccc1)C(=O)O	?
Cc1cnc(CC2CCN(C(=O)N(C)C)C2)n1Cc1ccccc1 (stereo not drawn)	16%
CCCNC(=O)CN1CCN(Cc2cccc3cccnc23)CC1	8%
O=C(Nc1cccc(F)c1)C1CCCN(c2nnc(-n3cccc3)s2)C1 (stereo not drawn)	-5%
CCNC(=S)NCC12CC3CC(CC(C3)C1)C2	40µM*
COc1ccc2[nH]c(C(=O)N(CC3CC3)CC3CCCO3)c(C)c2c1 (stereo not drawn)	31%[activator]
COCCNC(=O)[C@H]1C[C@H](Oc2cccnc2)CN1C(=O)NCCc1ccccc1	36%[activator]
COc1ccccc1NC(=O)Nc1ccc(-c2nnc3n2CCCC3)cc1	21%
Cc1c(C(C)NC(=O)C2(c3ccc(Cl)cc3)CCC2)cnn1-c1ccccn1 (stereo not drawn)	74%
Cc1cccc(NC(=O)CNC(=O)[C@@H](Cc2ccccc2)NC(=O)[C@H]2O[C@@H](n3ccc(N)nc3=O)[C@H](O)[C@@H]2O)c1C	0%
CC(C)c1ccc(NC(=O)NC(=O)C(F)(F)F)cc1	?
Cc1c(-c2ccccc2F)[nH]c2ccc(CNC(=O)CCc3cnccn3)cc12	31%
Cc1ccc2oc(C(=O)Nc3ccc(C(N)=O)cc3)cc(=O)c2c1	-30%
Cc1oc(-c2cccc(Cl)c2)nc1CN1CCCC(F)(F)C1	21%
Cc1ccc(NC(=O)CC2C=CCC2)cc1C (stereo not drawn)	-21%
COC(=O)[C@@H]1Cc2ncn(C)c2CN1S(=O)(=O)c1ccc(F)cc1	56µM*
COc1ccc(C2Cn3nnc(C(=O)N4CCN(C(=O)CCc5ccccc5)CC4)c3CO2)cc1 (stereo not drawn)	18%
Cc1ccc(NC(NC(=O)c2ccco2)C(=O)c2ccccc2)cc1 (stereo not drawn)	?
Cc1cc(C)cc(NC(=S)N[C@H]2CO[C@H]3[C@@H]2OC[C@H]3OC(=O)NC2CCCCC2)c1	?
N#Cc1ccc(O[C@@H]2CCOC[C@H]2NC(=O)CCCn2cncn2)cc1	29%
CCCCNC(=O)c1nnn2cc(-c3ccc(Cl)cc3)[nH]c(=O)c12	14%
Cc1ccc(S(=O)(=O)N2CCC3(CC2)SCC(=O)N3Cc2ccco2)cc1	14µM*
CCN(Cc1ccccc1)Cc1cc(=O)oc2ccc(C)cc12	3%
COc1ccc(Cn2c(CN(C)S(C)(=O)=O)n[nH]c2=O)cc1	69%[activator]
CC(C)(C)CC(=O)NCCCNC(=O)c1cccc(O)c1	0%
Cc1ccc(/C=C/C(=O)c2cccs2)cc1	-4%
CC(C)(C)NC(=O)/C(=C\c1ccc(-c2ccc(Cl)cc2Cl)o1)NC(=O)c1ccccc1	?
CN(C)CCNC(=O)c1nc2nc(-c3ccccc3)c(-c3ccncc3)cc2n1C	15%[176 µM]
O=C(CSC12CC3CC(CC(C3)C1)C2)NCCc1ccc(F)cc1	-3%
COc1ccc(OC)c2[nH]c(C(=O)NCC(=O)Nc3nc(C)cs3)cc12	5%
O=C(NCCC1=CCCCC1)c1cc2n(n1)CC(c1ccc3c(c1)OCO3)OC2 (stereo not drawn)	13%
CNc1nc(N2CC[C@@H]3C[C@H](N4CCOCC4)CC[C@@]3(COC)C2)ncc1F	29%
Cc1nn(C)c(C)c1C(C)C(=O)Nc1cc(F)c(N(C)C)c(F)c1 (stereo not drawn)	6%
CN(Cc1ccc(F)cc1)Cc1ccc(C(F)(F)F)cc1	24%[176 µM]
CCC(C)N1Cc2cc(NC(=O)c3ccc([N+](=O)[O-])cc3)ccc2OCC1=O (stereo not drawn)	19%
S=C1NC2=C(CCc3ccccc32)C(c2ccccc2Cl)N1 (stereo not drawn)	8.9µM*
CN1CC(c2ccccc2)CC2(CCN(C(=O)CCCn3ccnc3)CC2)C1 (stereo not drawn)	51%[activator]
CCc1ccc(CNC(=O)CN2CC3CC(C2)[C@H]2CCCC(=O)N2C3)cc1 (stereo partly drawn)	10%
Cc1ccc(C2Cn3nnc(C(=O)N4CCN(C(=O)c5ccc(C(C)(C)C)cc5)CC4)c3CO2)cc1 (stereo not drawn)	16%

# An excerpt from above in order of number of heavy atoms, rising:
canonical_smiles	12-LOX inh
CN(Cc1ccc(F)cc1)Cc1ccc(C(F)(F)F)cc1	24%[176 µM]
S=C1NC2=C(CCc3ccccc32)C(c2ccccc2Cl)N1 (stereo not drawn)	8.9µM*
COc1ccc(OC)c2[nH]c(C(=O)NCC(=O)Nc3nc(C)cs3)cc12	5%
CCc1ccc(CNC(=O)CN2CC3CC(C2)[C@H]2CCCC(=O)N2C3)cc1 (stereo partly drawn)	10%
CNc1nc(N2CC[C@@H]3C[C@H](N4CCOCC4)CC[C@@]3(COC)C2)ncc1F	29%
O=C(NCCC1=CCCCC1)c1cc2n(n1)CC(c1ccc3c(c1)OCO3)OC2 (stereo not drawn)	13%
Cc1ccc(C2Cn3nnc(C(=O)N4CCN(C(=O)c5ccc(C(C)(C)C)cc5)CC4)c3CO2)cc1 (stereo not drawn)	16%

# Continuation:
canonical_smiles	12-LOX inh
CC(C)c1cnc2c(c1SC1CCCC1)c(=O)n(C)c(=O)n2C	51%[activator]
CCOP(=O)(OCC)c1nc(-c2ccccc2)oc1NCc1ccco1	17%
O=C(COC(=O)c1cc2c(s1)CCC2)NC(=O)NC1CCCCC1	-44%
CC(NS(=O)(=O)c1cccc2nsnc12)c1ccccc1 (stereo not drawn)	-35%
COc1ccc(C2(C(=O)NC3CCCc4c3[nH]c3ccccc43)CCOCC2)cc1 (stereo not drawn)	35µM*
CCCNC(=O)NC1=C(C#N)C(C)(C)Cc2ccccc21	5%
Cc1ccc(C2C3=C(CC(C)(C)CC3=O)Nc3nc(N)[nH]c(=O)c32)cc1 (stereo not drawn)	13%
CN(C)C1(CNC(=O)Cc2c[nH]c3ccccc23)CCCCCC1	8%
CCCNC(=O)c1ccc2c(c1)CC(=O)N2Cc1cccc(F)c1	35%[activator]
COc1ccc(-c2c(C)c3cc(OC(C)=O)ccc3oc2=O)cc1OC	42%[activator]
COc1ccc(NC(=O)[C@@H]2C[C@@H](c3ccc(F)cc3)N(Cc3ccccc3)C2)cn1	-5%[176 µM]
COc1ccc(C(=O)NC2CC2)c(OC2CCN(Cc3cccc(SC)c3)CC2)c1	45%[activator]
CCN1CCN(c2nc3c(c(=O)[nH]c(=O)n3C)n2CCc2ccccc2)CC1	10%
CCN(CC)S(=O)(=O)N1CCCC(c2nncn2C)C1 (stereo not drawn)	?
O[C@H](COc1cccc(F)c1)CN1CCC(C(O)(c2ccccc2)c2ccccc2)CC1	?
CCC(C)C(=O)O[C@@H]1[C@H](OC(C)=O)c2c(ccc3ccc(=O)oc23)OC1(C)C (stereo partly drawn)	42%[activator]
O=CC1=Cc2c(ccc3ccccc23)OC1	?
CC(C)NC(NC(=O)c1ccc(Br)cc1)C(Cl)(Cl)Cl (stereo not drawn)	65%[activator]
Cc1cccc(C(C)C)c1NC(=O)c1nn(C)c(=O)c2ccccc12	-28%
Cc1cccc(OCC(=O)N2CCC3(CC2)CN(c2ccncn2)CC3CO)c1 (stereo not drawn)	42%[activator]
O=C(NCCSc1ccccc1)C1CC2CCC(C1)C21SCCS1 (stereo not drawn)	-25%
COCCc1noc([C@@H]2CC(F)(F)CN2C(=O)c2cc(C)no2)n1	36%[activator]
CCOc1ccc(CN2CCN(c3cc(C)nc(NC)n3)CC2CCO)cc1 (stereo not drawn)	20%
O=C1NC2(CCN(C(=O)c3ccccn3)CC2)COc2ccccc21	31%[activator][176 µM]
O=C(Nc1cc(F)ccc1F)c1ccccc1-c1ccccc1	14%
CCC1=C(C(=O)OC)C(c2cccc(OC)c2OC)N2C(CC(=O)NCC3CC3)=CSC2=N1 (stereo not drawn)	7%
O=C(Cn1c(=O)oc2ccccc21)N1CCC(c2noc(-c3ccncc3)n2)C1 (stereo not drawn)	18%
CCOC(=O)COc1ccc2c(=O)c(-c3ccccc3OC)c(C(F)(F)F)oc2c1	7%
COCCNC(=O)c1ccc(OC2CCN(Cc3cccc(SC)c3)CC2)c(Cl)c1	-25%
O=C1CCC(C(=O)OCc2ccc(Cl)cc2Cl)=NN1	?
O=C1CC2(CCN(c3cncc(C(=O)N4CCCCC4)n3)C2)C(=O)N1 (stereo not drawn)	56%[activator]
Nc1[nH]c(C(=O)c2ccccc2)c(-c2ccc(Cl)cc2Cl)c1C(=O)c1ccc(Cl)cc1	-8%
NS(=O)(=O)Cc1cccc(C(=O)O)c1	-9%
COCCNc1oc(-c2ccc(S(=O)(=O)N3CCCC3)cc2)nc1C#N	-7%
COc1ccc(CCNC(=O)c2c(C)noc2-c2ccccc2OC)cc1OC	14%
COc1cc(C(=O)N[C@H]2[C@@H]3CCO[C@@H]3[C@@H]2C2CCCC2)ccn1	12%
COCCNC(=O)CCc1c(C)nn(-c2cccc(C)c2)c1Oc1ccccc1C	30%
COC(=O)CCNC(=O)C1CN(S(=O)(=O)c2cccs2)CC12CCCCC2 (stereo not drawn)	32%
CN(C)c1ccc(CN2CCC3(CN[S+](=O)([O-])c4ccccc4N3)C2)cc1 (stereo not drawn)	?
N#Cc1cn(C2CC2)c(=O)n(Cc2coc(-c3ccccc3)n2)c1=O	-11%
O=C(C(=O)N1CCC(CNS(=O)(=O)c2ccc(F)c(F)c2)CC1)c1cc2ccccc2o1	-13%
Fc1ccccc1COc1ccc2ccccc2c1CNCc1ccccn1	-13%
CNC(=O)[C@@H]1C[C@H](n2cc(CNC(=O)Nc3cccc(Cl)c3)nn2)CN1	-4%
CNC(=O)c1cnc2c(c1)N(C(=O)Cc1ccc(C(C)C)cc1)CCC2	16%[176 µM]
Cn1c(=O)c2c(nc(SCC(=O)NC(c3ccccc3)c3ccccc3)n2C)n(C)c1=O	15%

# Three of the entries above in order of their number in 12-LOX inh, lowest first:
canonical_smiles	12-LOX inh
O=C(C(=O)N1CCC(CNS(=O)(=O)c2ccc(F)c(F)c2)CC1)c1cc2ccccc2o1	-13%
CNC(=O)[C@@H]1C[C@H](n2cc(CNC(=O)Nc3cccc(Cl)c3)nn2)CN1	-4%
Cn1c(=O)c2c(nc(SCC(=O)NC(c3ccccc3)c3ccccc3)n2C)n(C)c1=O	15%
